# SSB-PriA inh = inhibitors of Klebsiella pneumoniae PriA binding to SSB C-terminal tail, primary screen, biochemical, AlphaScreen | PriA–SSB C-terminal tail interaction (Klebsiella pneumoniae) | AlphaScreen SSBct-PriA binding, biotinylated peptide | inhibition, % at 33 µM | 430,000 compounds, 0.6% hits | AID 1272365, 2023; in the data active = inhibition mostly above about 37%, no sharp cut-off; inactive = mostly below about 20%;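 also: plate controls were negative control peptide for no effect and reference peptide for full effect; strong numbers were not always called active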
# Yp Topo-I inh = Yersinia pestis topoisomerase I inhibitors, primary screen, biochemical, cleavage product accumulation, plate reader, single point. DNA topoisomerase I (Yersinia pestis CO92). Y. pestis Topo-I cleavage product accumulation. activity, % at 10 µM. 360,000 compounds, 0.064% hits. AID 504884, 2011; in the data active = activity above about 50%, passing the limit was not always enough; inconclusive = no clear call, values can overlap the other calls; also: inactives centre near 2
# BoNT-A LC inh2 = BoNT/A light chain protease inhibitors, primary screen, biochemical, flow cytometry, MLPCN library | Botulinum neurotoxin type A light chain protease (Clostridium botulinum A str. ATCC 3502) | multiplex microsphere protease substrate cleavage | inhibition, % at 10 µM | 360,000 compounds, 0.17% hits | AID 588499, 2011; also: plate controls were buffer without enzyme for full effect and enzyme alone for no effect
# BH1578 lux ind = inducers of Vibrio cholerae quorum light production without autoinducers, primary screen, BH1578 luxS cqsA deficient, single point; V. cholerae BH1578 lux reporter, luminescence, 6 h; activation, % at 18.7 µM; 350,000 compounds, 0.16% hits; AID 588436, 2011; in the data active = activation mostly above about 9.7%, no sharp cut-off; inconclusive = no clear call, values can overlap the other calls; inactive = mostly below about 3.7%; also: not every result past the cut was called active; inactives centre near 0; reference of the scale not given here
# Anthrax LF prot = Bacillus anthracis LF protease inhibitors, primary screen, biochemical, multiplex microsphere, MLPCN library; multiplex microsphere protease cleavage assay; 360,000 compounds, 0.12% hits; AID 588501, 2011; Lethal factor (Bacillus anthracis), P15917; inhibition, % at 10 µM; also: plate controls were buffer without enzyme for full effect and enzyme alone for no effect
# DUSP3 inh = VHR1 phosphatase inhibitors, primary screen, biochemical, absorbance, uHTS; Dual specificity protein phosphatase 3 (Homo sapiens), P51452; recombinant VHR phosphatase, pNPP absorbance; inhibition, % at 13.3 µM; 290,000 compounds, 0.52% hits; AID 1654, 2009; in the data active = inhibition above about 50%; also: some compounds called inactive have numbers as strong as hits
# Target sequence (P51452 whole entry, looked up): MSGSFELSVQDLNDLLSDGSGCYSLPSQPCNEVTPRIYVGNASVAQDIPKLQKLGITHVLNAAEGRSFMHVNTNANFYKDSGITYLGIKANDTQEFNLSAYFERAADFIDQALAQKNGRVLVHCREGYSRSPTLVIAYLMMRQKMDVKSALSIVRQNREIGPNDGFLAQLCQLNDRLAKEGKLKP
# PfHsp40 yeast = rescue of yeast from PfHsp40 toxicity, primary screen, S. cerevisiae, ATP luminescence; S. cerevisiae expressing PfHsp40, growth rescue; growth rescue, % at 12.5 µM; 340,000 compounds, 0.68% hits; AID 504582, 2011; in the data active = growth rescue above about 28%, passing the limit was not always enough; inconclusive = no clear call, values can overlap the other calls;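 also: yeast W303a lacking pdr1 and pdr3 grown in galactose medium; growth measured after three days at 30 °C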
# 3CLpro inhibitor = SARS-CoV 3CLpro protease inhibitors, primary screen, biochemical, quenched FRET. inhibition, % at 6 µM. recombinant SARS-CoV 3CLpro, quenched FRET peptide cleavage. 290,000 compounds, 0.14% hits. AID 1706, 2009. Replicase polyprotein 1ab (Severe acute respiratory syndrome coronavirus), P0C6X7; in the data active = inhibition above about 12%
# TcdB GH inh = TcdB glycohydrolase inhibitors, primary screen, biochemical, single point, plate reader. TcdB glycohydrolase enzymatic assay. AID 652162, 2013. 350,000 compounds, 0.24% hits. inhibition, % at 9.99 µM; in the data active = inhibition above about 10%
# CCHFV vOTU inh = CCHFV vOTU protease inhibitors, primary screen, biochemical, Pep-AMC substrate, fluorescence; inhibition, % at 11.5 µM; 370,000 compounds, 0.55% hits; Crimean-Congo hemorrhagic fever virus L polyprotein viral ovarian tumor (vOTU) protease …; in the data active = inhibition above about 30%; also: 0% = vehicle wells with enzyme and 100% = no enzyme wells
# The depositor's hits bear a star; i = inactive; u = inconclusive; x = not tested or not shown; & = joins results of further samples. Rule as the data show it, unless noted: active = inhibition above about 30%; inconclusive = no clear call, values can overlap the other calls; inactive = below that. The list is partial; rates above refer to the full screens.
SMILES,SSB-PriA inh,Yp Topo-I inh,BoNT-A LC inh2,BH1578 lux ind,Anthrax LF prot,DUSP3 inh,PfHsp40 yeast,3CLpro inhibitor,TcdB GH inh,CCHFV vOTU inh
O=C(O)c1cn[nH]c1-c1cccc([N+](=O)[O-])c1,5,-4,0.4,0.2,-4,21,-1.0,-7,-0.4,11
N#CCN1CCN(CC(=O)Nc2ccc(OCc3ccccc3)cc2)CC1,-9,3,0.9,2.9,-3,-1,2.0,-4,x,20
O=P(O)(O)c1ccccc1OCCCCCOc1ccccc1P(=O)(O)O,-5,0,1.0,-1.7,-4,17,0.0,2,x,-13
CCOC(=O)C1CCCN(S(=O)(=O)Cc2ccccc2Cl)C1 (stereo not given),-15,4,1.1,-0.4,-3,6,3.8,5,1.0,-3
CCOC(=O)C1C(C#N)=C(N)OC(C)=C1c1ccncc1 (stereo not given),-16,0,0.2,i,2,18,-0.5,-5,x,4
COc1ccc(N2CCCn3c2nc2c3c(=O)n(Cc3ccccc3)c(=O)n2C)c(OC)c1,-1,8,-0.6,i,-6,-1,1.6,-1,1.2,3
NNC(=O)c1ccc(N2CCc3ccccc32)c([N+](=O)[O-])c1,25,-12,1.6,-0.2,-22,14,1.0,7,-1.6,19
COc1cc(C2CC(=O)NC3=C2C(=O)CC(C)(C)C3)ccc1O (stereo not given),-20,5,-1.0,-0.8,-7,1,-2.5&-0.6,-3,x,7
CN(C(=O)COC(=O)CNC(=O)CNC(=O)c1ccc(Cl)cc1Cl)c1ccccc1,-2,5,0.1,-0.3,-2,13,-1.9,-1,-1.7,-9
Brc1ccc(C2=Nn3c(nnc3-c3cccnc3)SC2)s1,-3,-2,1.7,i,3,17,-0.8,-8,x,x
O=C(NC1CCCCC1)c1ccc(CNc2nc(=S)[nH]c3ccccc23)cc1,-3,18,-0.6,i,1,22,1.8,5,0.4,2
CCOC(=O)N1CCC(NC(=O)CN2C(=O)CCSc3ccccc32)CC1,-3,4,-0.8,-0.2,2,-19,0.5,3,0.3,-6
Oc1c(Cl)cc(CN2CCCCC2)c2cccnc12,x,-3,-1.6,i,-15,x,0.2,-9,x,x
COc1ccc(NC(=O)c2cc(SC)ccc2Cl)cc1,-8,2,-0.2,-0.3,0,9,2.0,4,x,-6
CCCCNC(=O)C1c2ccccc2OCC(=O)N1Cc1ccccc1 (stereo not given),x,x,0.5,x,-6,x,x,x,-1.9,8
COc1ccc(S(=O)(=O)Oc2ccc3c(c2)O/C(=C\c2cccnc2)C3=O)cc1,-7,-2,u,-2.4,-2,25,1.4,2,2.9,3
COc1cc(C(=O)NNC2=CC(=O)CC(C)(C)C2)cc(OC)c1OC,-2,2,-0.4,-0.2,-1,24,0.3,2,x,-12
COCCCNC(=O)c1ccc2sc(C3=C[C@@H](O)[C@@H](O)[C@@H](CO)O3)nc2c1,x,-4,0.0,i,1,x,x,x,1.0,-4
CC1(C)CNC(=O)C=C(c2ccccc2)C1,-9,-3,0.5,i,2,17,-0.8,4,x,12
CC(=O)Nc1ccc(C(=O)N2CCN(S(=O)(=O)c3ccc4c(c3)OCCCO4)CC2)cc1,-4,-4,0.5,-2.0,-3,x,0.1,x,-0.4,-3
CC(=O)Nc1ccc(S(=O)(=O)N2CCN(CC(=O)NC3CCCC3)CC2)cc1,-1,-6,-0.3,-7.7,-5,-16,0.9,-2,x,-5
CCOC(=O)N1CCN(C(=O)c2ccc(CS(=O)c3cccc(C)c3)o2)CC1 (stereo not given),x,0,-1.2,-0.8,2,x,x,x,0.0,-5
CCOc1ccccc1OCCCOc1ccc([N+](=O)[O-])cc1Cl,-25,13,-0.7,-1.1,-4,8,0.9,4,x,8
COC(=O)C1=C(c2ccc(F)cc2F)C[C@@H]2CC[C@H]1N2C,-35,-5,-0.1,i,1,x,-2.0,x,0.0,-6
Cc1ncn(-c2ccc(C(=O)Oc3ccccc3)cn2)n1,6,-1,0.2,-0.2,1,24,1.2,5,1.3,-3
CS(=O)(=O)Nc1ccc2c(c1)nc1n2CCOC1,1,-6,-0.5,i,-3,21,-0.2,2,x,3
O=C(COc1ccc(Br)cc1)N1CCCCCC1,-7,6,-0.2,-5.9,-2,15,-1.0,5,x,-1
Cc1cccc(N2CCN(C(=O)c3cc(S(=O)(=O)N4CCOCC4)cn3C)CC2C)c1 (stereo not given),-1,12,2.1,-0.1,3,49,-2.1,1,0.7,-6
CC1CCc2sc3c(c2C1)c(=O)n(CC(=O)O)c(=O)n3Cc1ccc(Cl)cc1 (stereo not given),14,20,-0.6,0.0,-2,-16,-1.2,6,-1.7,8
O=C(Nc1ccc(Cl)cc1)Nc1ccc(N2CCOCC2)cc1,4,-23,-0.6,-0.6,3,-15,0.1,-4,x,11
CCCCCC(=O)N1C[C@H](O)[C@@H](n2cc(C3CC3)nn2)C[C@@H]1c1ccc(OC)cc1,x,29,-0.5,-1.1,-5,x,x,x,1.7,0
O=C(C1CC12CCCC2)N1CCC(CO)(Cc2ccccc2Cl)CC1 (stereo not given),5,28,-0.7,-0.1,0,-1,1.5,2,1.6,9
CC(=Nc1ccccc1)C1=C(O)C(CC(C)C)NC1=O (stereo not given),-5,8,-0.1,-0.9,-6,x,-0.5,x,0.2,22
COc1cccc(C(C(=O)NC2CCCCC2)N(C(=O)c2ccco2)c2ccccc2OC)c1 (stereo not given),-2,23,-0.9,i,15,7,12,-2,1.4,5
COc1ccc(C(=O)NCCSCc2ccccc2C)cc1,-4,23,-1.1,-0.4,u,13,2.5,5,x,-3
CCn1cc(/C=C(\NC(=O)c2ccc(OC)c(OC)c2)C(=O)N2CCOCC2)c2ccccc21,0,16,-0.7,-1.2,4,-31,0.6,-1,1.6,0
CCn1c(COc2cc(C)cc(C)c2)nnc1SCC(=O)N1CCN(c2ccccc2)CC1,-16,25,-1.4,0.0,-1,12,-1.8,1,x,3
Cn1c(CCN2CCN(c3ccccn3)CC2)nc2cc(NS(=O)(=O)c3ccc(Cl)cc3)ccc21,17,16,-1.5,-0.2,-2,6,-0.3,2,-0.4,-6
Cc1ccc(CN2CCCN(Cc3ccc(Cl)cc3)S2(=O)=O)cc1,-4,12,2.1,i,-8,-29,-0.4,-1,-0.3,-11
C=CCN(CC=C)C(=O)C[n+]1ccc(C(N)=O)cc1,-2,-2,u,0.7,-14,21,1.9,-1,1.9,5
CC1=C(C)C(OCCBr)N(c2cc(O)c(Cl)cc2F)C1=O (stereo not given),-5,0,-1.1,i,-6,17,1.5,0,0.0,-8
O=S(=O)(c1cccs1)N1CCN(c2ccccc2)CC1,2,-3,-1.5,-0.2,10,4,-1.7,-10,0.8,9
O=C(NCC(c1ccco1)N1CCN(c2ccccc2)CC1)c1cccs1 (stereo not given),1,-10,-0.1,i,3,x,-1.3,x,1.3,2
CCCCN(C(=S)SC)C1CCS(=O)(=O)C1 (stereo not given),8,4,x,-0.4,x,4,-2.3,-2,0.4,-10

# Entries above with four or more nitrogen atoms:
SMILES,SSB-PriA inh,Yp Topo-I inh,BoNT-A LC inh2,BH1578 lux ind,Anthrax LF prot,DUSP3 inh,PfHsp40 yeast,3CLpro inhibitor,TcdB GH inh,CCHFV vOTU inh
N#CCN1CCN(CC(=O)Nc2ccc(OCc3ccccc3)cc2)CC1,-9,3,0.9,2.9,-3,-1,2.0,-4,x,20
COc1ccc(N2CCCn3c2nc2c3c(=O)n(Cc3ccccc3)c(=O)n2C)c(OC)c1,-1,8,-0.6,i,-6,-1,1.6,-1,1.2,3
NNC(=O)c1ccc(N2CCc3ccccc32)c([N+](=O)[O-])c1,25,-12,1.6,-0.2,-22,14,1.0,7,-1.6,19
Brc1ccc(C2=Nn3c(nnc3-c3cccnc3)SC2)s1,-3,-2,1.7,i,3,17,-0.8,-8,x,x
O=C(NC1CCCCC1)c1ccc(CNc2nc(=S)[nH]c3ccccc23)cc1,-3,18,-0.6,i,1,22,1.8,5,0.4,2
CC(=O)Nc1ccc(S(=O)(=O)N2CCN(CC(=O)NC3CCCC3)CC2)cc1,-1,-6,-0.3,-7.7,-5,-16,0.9,-2,x,-5
Cc1ncn(-c2ccc(C(=O)Oc3ccccc3)cn2)n1,6,-1,0.2,-0.2,1,24,1.2,5,1.3,-3
Cc1cccc(N2CCN(C(=O)c3cc(S(=O)(=O)N4CCOCC4)cn3C)CC2C)c1 (stereo not given),-1,12,2.1,-0.1,3,49,-2.1,1,0.7,-6
CCCCCC(=O)N1C[C@H](O)[C@@H](n2cc(C3CC3)nn2)C[C@@H]1c1ccc(OC)cc1,x,29,-0.5,-1.1,-5,x,x,x,1.7,0
CCn1c(COc2cc(C)cc(C)c2)nnc1SCC(=O)N1CCN(c2ccccc2)CC1,-16,25,-1.4,0.0,-1,12,-1.8,1,x,3
Cn1c(CCN2CCN(c3ccccn3)CC2)nc2cc(NS(=O)(=O)c3ccc(Cl)cc3)ccc21,17,16,-1.5,-0.2,-2,6,-0.3,2,-0.4,-6
